# Tb PYK inh – blocks Trypanosoma brucei pyruvate kinase; Q57TT1; TbPYK enzyme, Kinase-Glo Plus ATP luminescence, 45 min; Potency, µM (titrated, usually from 76.8 µM), for inactives: at the top dose activity, negative = inhibition, most hits filed as inhibitors; 410,000 tested, 0.12% active; also: potency is read from the fitted curve at half-maximal effect; % is scaled to controls: 0 for no effect and ±100 for the full control effect; nearly all actives have a fitted effect of over 50% in size
#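 Enzyme and substrate buffer are dispensed first and compound is pin-transferred. ADP at 130 uM final then starts the reaction, which runs 45 min at room temperature. Detection reagent is added for 10 min before luminescence is imaged.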
# LmPK inh – inhibitors of Leishmania mexicana pyruvate kinase | Q27686 | purified LmPK, Kinase-Glo ATP luminescence, 1 h | Potency, µM (top dose mostly 57.5 µM), without a hit: top-dose activity change, negative = inhibition, hits mostly inhibitors | 290,000 tested, 0.37% active; also: potency is read from the fitted curve at half-maximal effect; % is scaled to controls: 0 for no effect and ±100 for the full control effect
# Target sequence (Q27686 whole entry, looked up): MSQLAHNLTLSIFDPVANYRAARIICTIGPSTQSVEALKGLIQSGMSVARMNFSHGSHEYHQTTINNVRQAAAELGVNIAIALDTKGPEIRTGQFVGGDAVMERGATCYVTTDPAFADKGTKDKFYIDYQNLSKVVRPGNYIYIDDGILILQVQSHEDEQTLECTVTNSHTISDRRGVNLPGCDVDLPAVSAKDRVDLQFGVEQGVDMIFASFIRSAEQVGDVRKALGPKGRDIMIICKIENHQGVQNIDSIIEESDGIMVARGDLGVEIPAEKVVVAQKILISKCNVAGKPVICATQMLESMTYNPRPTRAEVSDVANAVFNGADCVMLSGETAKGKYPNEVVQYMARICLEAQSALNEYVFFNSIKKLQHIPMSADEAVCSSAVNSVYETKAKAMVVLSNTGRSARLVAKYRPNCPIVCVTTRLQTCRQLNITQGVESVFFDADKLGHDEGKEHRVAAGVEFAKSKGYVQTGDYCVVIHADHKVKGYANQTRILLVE
#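 ATP generated from ADP (0.1 mM) and PEP (0.5 mM) by 0.1 nM LmPK over 1 h at room temperature (pH 7.2 imidazole buffer) was detected by coupled luciferase luminescence. Values were normalized to uninhibited and no-enzyme wells.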
# Shiga inhibitor – Shiga toxin inhibition | Vero cells, Shiga toxin protein synthesis inhibition reporter | 290,000 tested, 9.2% active | inhibition, % at 38.7 µM; in the data active = inhibition mostly above about 28%, no sharp cut-off; inactive = mostly below about 43%; also: 0% is about no effect
# AmpC inh no detg – blocks E. coli AmpC beta-lactamase in detergent-free assay; P00811; AmpC nitrocefin hydrolysis, absorbance 480 nm, 0.0001% Triton; Potency, µM (doses to about 57.1 µM), inactives show at the top dose activity change, negative = inhibition, most hits filed as inhibitors; 330,000 tested, 0.52% active;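 also: potency is read from the fitted curve at half-maximal effect; plate controls were no compound for no effect and no enzyme for full effect; nearly all actives have a fitted effect of over 20% in size; some results filed as inactive show a strong effect at the top dose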
# Target sequence (P00811 whole entry, looked up): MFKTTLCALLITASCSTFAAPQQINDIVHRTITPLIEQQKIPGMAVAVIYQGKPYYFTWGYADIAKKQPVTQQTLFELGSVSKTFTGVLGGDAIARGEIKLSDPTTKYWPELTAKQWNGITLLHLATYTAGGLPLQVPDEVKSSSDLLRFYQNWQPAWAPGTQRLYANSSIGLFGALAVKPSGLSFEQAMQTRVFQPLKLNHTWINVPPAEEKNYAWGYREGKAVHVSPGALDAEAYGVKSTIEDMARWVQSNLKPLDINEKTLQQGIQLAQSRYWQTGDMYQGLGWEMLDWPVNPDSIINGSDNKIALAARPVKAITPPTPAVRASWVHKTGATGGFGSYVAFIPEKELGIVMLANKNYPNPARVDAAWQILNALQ
#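 20 mM phosphate pH 7.0 + 0.01% (detergent screen) or 0.0001% Triton X-100; 5.3 nM AmpC reagent; cpd preinc 15 min RT; nitrocefin (800 uM stock) to start; A480 q20 s × 4 min; Activity was normalised to no-enzyme and no-compound control wells.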
# CHX counter – counter-screen for Shiga toxin inhibitors: cycloheximide protein synthesis inhibition; cell reporter, cycloheximide protein synthesis inhibition counterscreen; max response, %; 300,000 tested, 12% active; AID 2314; in the data active = max response mostly above about 13%, no sharp cut-off; inactive = mostly below about 14%; also: read at 38.3 µM for the half of the compounds with a filed dose; 0% is about no effect
# Pf growth 96h – P. falciparum growth inhibition at 96 hour, primary screen for plastid delayed-death inhibitors; P. falciparum luciferase reporter growth, 96 h; Potency, µM (top dose mostly 28.7 µM), for the others: at the highest dose activity change, negative = inhibition, usual class: inhibitors; 320,000 tested, 6.9% active; AID 504834; also: potency is read from the fitted curve at half-maximal effect; % is scaled to controls: 0 for no effect and ±100 for the full control effect
#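 Compounds incubated with erythrocytes infected by luciferase-expressing P. falciparum (2% hematocrit, 0.05% parasitemia final) for 96 hours, 37 C in 5% CO2. Growth inhibition scored as decreased luciferase luminescence.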
# Pf growth 48h – P. falciparum growth inhibition at 48 hours (one generation); Potency, µM (titrated, usually from 28.7 µM), for the others: at the highest dose activity change, negative = inhibition, most hits filed as inhibitors; P. falciparum luciferase growth in erythrocytes, 48 h; 310,000 tested, 5.9% active; also: potency is read from the fitted curve at half-maximal effect; % is scaled to controls: 0 for no effect and ±100 for the full control effect
#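 Here the parasites carry a stable luciferase gene and grow inside erythrocytes in Albumax-based RPMI medium with compound for one erythrocytic cycle. Activity is scored as loss of luminescent signal.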
# Active calls of the source: *; ? = inconclusive; . = no result given; [ ] = another dose, or the depositor's remark. Unless noted, calls follow the shape of the dose curve; as a rule, active = well fitted curve in the direction sought with a large enough effect; inconclusive = small, poorly fitted or top-dose-only effect, or another doubt; inactive = no such curve, though single readings can be large; an effect the other way counts as inactive or inconclusive.
# Screens in order: Tb PYK inh, LmPK inh, Shiga inhibitor, AmpC inh no detg, CHX counter, Pf growth 96h, Pf growth 48h
[1] O=C(O)c1ccc(-c2nc(-c3ccc(Cl)cc3)cs2)cc1
→ -1%, -1%, 81*, -38%, 32*, 358%[activator], 210%[activator]
[2] C=CCOn1c(=O)c(-c2cccs2)[n+]([O-])c2ccccc21
→ 1%, 5%, 9, -54%, 10, ?, 10%
[3] O=C(Nc1ccc(S(=O)(=O)N2CCCCCC2)cc1)c1[nH]ncc1[N+](=O)[O-]
→ ., 5%, 56*, -44%, 28*, ?, ?
[4] Cc1cc(C(=O)Nc2ccc3c(c2)CCC3)c2ccccc2n1
→ -1%, 3%[11.5 µM], 29, -28%, 20, -7%, ?
[5] Cc1ccc(C(=O)COC(=O)CCN2C(=O)C3C4C=CC(C5CC45)C3C2=O)cc1 (centres undefined)
→ -7%, 6%, 2, 50%, 0, 15%, 38%[activator]
[6] Cc1ccc(C(=O)NCCc2ccc(S(=O)(=O)N3CCCC3)cc2)cc1
→ -5%, 0%, 10, -7%, -4, 20%, -30%
[7] N/C(=N\[N+](=O)[O-])NCCCC(NC(=O)CNC(=O)c1ccccc1)C(=O)O (centres undefined)
→ 6%, 4%, -7, -13%, -2, -21%, 12%
[8] CC(=O)c1cc(F)ccc1OCC(=O)N1CCCc2ccccc21
→ 3%, -1%, 45, -5%, 11, ?, -12%
[9] COCCCN1C(=O)C(=O)/C(=C(/O)c2ccc(S(=O)(=O)N3CCCCC3)cc2)C1c1cccc(OC)c1 (centres undefined)
→ 9%, 7%, 5, -1%, -3, ?, 3%
[10] NS(=O)(=O)c1ccc(NC(=O)COC(=O)c2c3c(nc4ccccc24)/C(=C\c2ccc4c(c2)OCO4)CCC3)cc1
→ -2%, 1%, 3.7*, -44%, 43*, 0%, ?
[11] CC(C)N(C(=O)CSc1ccc(S(=O)(=O)N2CCCCC2)cn1)c1ccccc1
→ 5%, ., ., 40%, ., ?, 8.3µM*
[12] O=C(CSc1cccc[n+]1[O-])Nc1cc2c(cc1Cl)C(=O)c1ccccc1C2=O
→ -14%, 1%, 82*, ?, 26*, 86%[activator], 116%[activator]
[13] OCCNc1nc(Nc2ccc(Cl)c(Cl)c2)nc2ccccc12
→ -5%, -5%, 30, -11%, 10*, ?, ?
[14] Cc1[nH]n(-c2ccccc2)c(=O)c1C(=O)c1ccccc1
→ 7%, 2%, 24, -9%, 11, 25%, 1%
[15] COc1cccc(COc2ncnc3sccc23)c1
→ -3%, -5%, -10, -39%, 14, 9%, 3%
[16] Cc1cc([N+](=O)[O-])c2c(c1C)C1C=CCC1C(c1ccccn1)N2 (centres undefined)
→ ., -8%, 8, -20%, 0, ?, ?
[17] Cc1ccc(S(=O)(=O)N2CCN(C3CC(=O)N(CCc4ccccc4)C3=O)CC2)cc1C (centres undefined)
→ -1%, -1%, 27, 49%[activator], 1, ?, -17%
[18] CC(=O)c1cccc(NS(=O)(=O)c2c(C)n[nH]c2C)c1
→ 5%, 3%, 41, ., -3, 0%, 15%
[19] CN1C(=O)C2(C(C#N)=C(N)N(c3ccc(Cl)cc3)C3=C2C(=O)CC(C)(C)C3)c2ccccc21 (centres undefined)
→ 0%, 2%, -7, 68%[activator], -1, 13µM*, .
[20] CCCc1nn(CCc2ccccn2)c(N)c1CC
→ 9%, 1%, -4, -15%, 1, 14%, -10%
[21] O=C(/C=C/Sc1ccc(C(F)(F)F)cn1)c1ccccc1
→ -2%, -12%, 36, -27%, 22*, -13%, ?
[22] CCOc1ccc(/C=N/n2c(C)nnc2C)cc1OC
→ -2%, -1%, -17, -2%, -2, -6%, 8%
[23] CC1(C)CC(=O)C2=C(C1)N(c1ccccc1)C(N)=C(C#N)C2c1ccccc1 (centres undefined)
→ 1%, -1%, -4, -30%, -4, ?, ?
[24] CCOC(=O)c1cccc(NC(=O)CSc2nnc(C3CCCCC3)n2CC)c1
→ -5%, 1%, -17, 53%, -2, 2%, -13%
[25] CCCN(Cc1nnc(-c2cccs2)o1)C(=O)CN1C(=O)NC2(CCC(C)CC2)C1=O (centres undefined)
→ -3%, ., ., -2%, ., -16%, 3%
[26] O=C(Nc1ccccc1OC(F)F)c1ccccc1
→ 4%, 1%, -9, -20%, 10, ., 16%
[27] O=C(O)CSCc1ccc(Cl)cc1
→ 1%, 0%, 12, -11%, -2, 8%, 17%
[28] CC(C)c1onc(C(=O)N2CCOCC2)c1[N+](=O)[O-]
→ -3%, 2%, -10, -7%, 1, 12%, ?
[29] C#CCNC(=O)C1=C[C@@H](c2ccc(Br)cc2)[C@H](CCCO)[C@@H](OCC)O1
→ -3%, 1%, -12, 87%[activator], 1, 17%, 10%
[30] COC(=O)c1ccc(C2SCC(=O)N2Cc2ccccc2)cc1 (centres undefined)
→ 3%, 2%, -9, -29%, -5, 4%, -21%
[31] COCCN(C(=O)CC(C)(C)C)c1nnc(-c2cccnc2)s1
→ -7%, -1%, 1, 30%, -6, 67%[activator], ?
[32] Cc1cc(NCc2ccc(F)cc2)nc2cc(Cl)ccc12
→ -13%, 2%, -4, -36%, 1, -6%, 55%[activator]
[33] O=C(Nc1ccccn1)c1cc2ccccc2o1
→ ?, 10µM*, -7, -18%, -2, ?, 116%[activator]
[34] COc1ccc(NC(=O)NCCN2CCN(c3cccc(Cl)c3)CC2)cc1
→ 2%, 10%, -10, -14%, 3, -27%, ?
[35] COC(=O)CCC(=O)OC1(C)C(=O)C=C2C=C(C3CC3)N(c3cccc(C#N)c3)C=C2C1=O (centres undefined)
→ -1%, -14%[11.5 µM], -4, 81%[activator], -4, ?, ?
[36] COc1cccc(CN2CC(C(=O)N3CCCCCC3)CCC2=O)c1 (centres undefined)
→ 5%, -9%, 22, 0%, 13, ?, 7%
[37] COc1ccc2c(c1)c(C(O)CN1CCC(Cc3ccccc3)CC1)c(C)n2C (centres undefined)
→ -8%, 2%, -12, 30%, 1, 10µM*, 13µM*
[38] O=C(Nc1ccc(S(=O)(=O)Nc2ncccn2)cc1)c1cccc(S(=O)(=O)N2CCCC2)c1
→ 1%, 4%, -6, -18%, 4, 7%, 4%
[39] Clc1ccc(CNc2cnccn2)cc1
→ 2%, -2%, 7, -8%, 1, 0%, -10%
[40] CCc1ccc(NC(=O)Cc2cn(C)c3ccccc23)cc1
→ 4%, 0%, -7, -24%, 11, ., .

# Next section, overlapping the part above by 2 compounds.
# Screens in order: Tb PYK inh, LmPK inh, Shiga inhibitor, AmpC inh no detg, CHX counter, Pf growth 96h, Pf growth 48h
[39] Clc1ccc(CNc2cnccn2)cc1
→ 2%, -2%, 7, -8%, 1, 0%, -10%
[40] CCc1ccc(NC(=O)Cc2cn(C)c3ccccc23)cc1
→ 4%, 0%, -7, -24%, 11, ., .
[41] O=C(NCc1ccccn1)NC1CCCCC1
→ -6%, -6%, 16, 3%, -2, 4%, -4%
[42] Cc1cc2c(c(=O)n1CCN(C)C)C(c1ccc(Cl)cc1)C(C#N)=C(N)O2 (centres undefined)
→ 3%, -6%, 17, -15%, -6, ?, -22%
[43] Cn1c(=O)c2c(n(Cc3ccccc3)c1=O)NC(=O)C2CC(=O)N1CCc2ccccc2C1 (centres undefined)
→ -5%, 7%, -9, -1%, 0, 12µM*, .
[44] CCOC(=O)NCc1ccc2c(c1)OCO2
→ -2%, -1%, -9, -21%, -1, ?, 31%
[45] Cc1ccsc1/C=C(\C#N)C(=O)Nc1c(C)n(C)n(-c2ccccc2)c1=O
→ -12%, 1%, -7, -7%, 6, 13%, 37%[activator]
[46] COc1ccc(-c2[nH]nc3oc(=O)cc(C)c23)cc1
→ 0%, 1%, -1, ., 10, 8.3µM*, -15%
[47] N/C(=N\OC(=O)COc1ccccc1)c1ccccn1
→ -2%, -14%, 66*, -4%, 34*, 53%[activator], 143%[activator]
[48] O=C(NNS(=O)(=O)c1ccc(Cl)cc1)C1CCN(Cc2ccccc2)CC1
→ 0%, -1%, 8, 9%, 6, 85%[activator], 38%[activator]
[49] COc1ccc(O)c(CN2CCCC(C(=O)Nc3cccc(-n4cccn4)c3)C2)c1 (centres undefined)
→ 8%, -17%, 8, -22%, 8, ?, ?
[50] FC(F)(F)c1nnc(-c2ccccc2)nc1Oc1ccccc1
→ 12%, -9%, -4, -10%, -2, 11%, 15%
[51] O=C(Oc1cccc(NC(=O)c2ccco2)c1)c1cccc(S(=O)(=O)N2CCCC2)c1
→ -8%, -5%, 25, -10%, 18*, 3%, 32%[activator]
[52] COc1ccc(C(=O)N2c3ccc(F)cc3CCC2C)cc1OC (centres undefined)
→ 0%, -7%, -7, 34%, -4, ., ?

# In the list so far, nine contain an aryl methoxy group.
# Screens in order: Tb PYK inh, LmPK inh, Shiga inhibitor, AmpC inh no detg, CHX counter, Pf growth 96h, Pf growth 48h
[9] COCCCN1C(=O)C(=O)/C(=C(/O)c2ccc(S(=O)(=O)N3CCCCC3)cc2)C1c1cccc(OC)c1 (centres undefined)
→ 9%, 7%, 5, -1%, -3, ?, 3%
[15] COc1cccc(COc2ncnc3sccc23)c1
→ -3%, -5%, -10, -39%, 14, 9%, 3%
[22] CCOc1ccc(/C=N/n2c(C)nnc2C)cc1OC
→ -2%, -1%, -17, -2%, -2, -6%, 8%
[34] COc1ccc(NC(=O)NCCN2CCN(c3cccc(Cl)c3)CC2)cc1
→ 2%, 10%, -10, -14%, 3, -27%, ?
[36] COc1cccc(CN2CC(C(=O)N3CCCCCC3)CCC2=O)c1 (centres undefined)
→ 5%, -9%, 22, 0%, 13, ?, 7%
[37] COc1ccc2c(c1)c(C(O)CN1CCC(Cc3ccccc3)CC1)c(C)n2C (centres undefined)
→ -8%, 2%, -12, 30%, 1, 10µM*, 13µM*
[46] COc1ccc(-c2[nH]nc3oc(=O)cc(C)c23)cc1
→ 0%, 1%, -1, ., 10, 8.3µM*, -15%
[49] COc1ccc(O)c(CN2CCCC(C(=O)Nc3cccc(-n4cccn4)c3)C2)c1 (centres undefined)
→ 8%, -17%, 8, -22%, 8, ?, ?
[52] COc1ccc(C(=O)N2c3ccc(F)cc3CCC2C)cc1OC (centres undefined)
→ 0%, -7%, -7, 34%, -4, ., ?

# High-throughput results as filed in PubChem BioAssay.
